Source: PubChem BioAssay
Pf growth 96h – Primary qHTS for delayed death inhibitors of the malarial parasite plastid, 96 hour incubation. AID 504834, 2011. 320,000 compounds, 6.9% hits. Potency, µM (titrated, usually from 28.7 µM), inactives show top-dose activity change, negative = inhibition, actives largely listed as inhibitors. P. falciparum luciferase reporter growth, 96 h; note: potency is the fitted concentration of half-maximal effect; % is set by controls: 0 for no effect and ±100 for the full control effect
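Readout is luminescence from an integrated firefly luciferase in P. falciparum. Red cells, 2% hematocrit and 0.05% parasitemia final, were cultured with compound through two parasite generations (96 hours) at 37 C, 5% CO2.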
LmPK inh – qHTS Assay for Inhibitors of Leishmania Mexicana Pyruvate Kinase (LmPK) | Potency, µM (titrated, usually from 57.5 µM), without a hit: top-dose activity change, negative = inhibition, hits mostly inhibitors | 290,000 compounds, 0.37% hits | AID 1721, 2009 | purified LmPK, Kinase-Glo ATP luminescence, 1 h | Q27686; note: potency is the fitted concentration of half-maximal effect; % is set by controls: 0 for no effect and ±100 for the full control effect
Target sequence (Q27686 whole entry, looked up): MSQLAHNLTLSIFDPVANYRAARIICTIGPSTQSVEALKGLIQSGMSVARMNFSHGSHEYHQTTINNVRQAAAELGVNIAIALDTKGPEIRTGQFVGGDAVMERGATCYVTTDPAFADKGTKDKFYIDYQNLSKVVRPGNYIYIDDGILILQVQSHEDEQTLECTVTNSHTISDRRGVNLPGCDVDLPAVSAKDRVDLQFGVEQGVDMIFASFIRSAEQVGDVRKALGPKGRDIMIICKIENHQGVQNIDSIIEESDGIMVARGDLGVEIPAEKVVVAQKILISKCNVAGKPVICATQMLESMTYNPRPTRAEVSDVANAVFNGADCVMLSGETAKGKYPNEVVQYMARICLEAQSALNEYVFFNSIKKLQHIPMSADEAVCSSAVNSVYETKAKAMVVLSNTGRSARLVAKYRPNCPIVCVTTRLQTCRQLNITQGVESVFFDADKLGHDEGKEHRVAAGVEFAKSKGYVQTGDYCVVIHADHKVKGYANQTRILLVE
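Pyruvate kinase activity monitored as ATP production (luciferase luminescence). Conditions: 0.1 nM enzyme, 0.5 mM PEP, 0.1 mM ADP, 1 h, RT; normalized against uninhibited and no-enzyme wells.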
Pf growth 48h – Primary qHTS for delayed death inhibitors of the malarial parasite plastid, 48 hour incubation | P. falciparum luciferase growth in erythrocytes, 48 h | Potency, µM (doses to about 28.7 µM), for inactives: at the highest dose activity change, negative = inhibition, hits mostly inhibitors | 310,000 compounds, 5.9% hits | AID 504832, 2011; note: potency is the fitted concentration of half-maximal effect; % is set by controls: 0 for no effect and ±100 for the full control effect
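First compound was added to culture medium, then infected red cells at 0.1% parasitemia and 2% hematocrit (final). After incubation at 37 C under 5% CO2, luciferase detection reagent was dispensed and light output recorded.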
CHX counter – Cycloheximide Counterscreen for Small Molecule Inhibitors of Shiga Toxin. cell reporter, cycloheximide protein synthesis inhibition counterscreen. max response, %. 300,000 compounds, 12% hits; in the data active = max response mostly above about 13%, no sharp cut-off; inactive = mostly below about 14%; note: read at 38.3 µM for the half of the compounds with a filed dose; 0% is about no effect
Shiga toxin inh – A qHTS for Small Molecule Inhibitors of Shiga Toxin. Vero cells, Shiga toxin protein synthesis inhibition reporter. inhibition, % at 38.7 µM. 290,000 compounds, 9.2% hits. AID 2315, 2010; in the data active = inhibition mostly above about 28%, no sharp cut-off; inactive = mostly below about 43%; note: 0% is about no effect
AMA1-RON2 inh – qHTS for Inhibitors of AMA1-RON; Towards Development of Antimalarial Drug Lead: Primary Screen; Plasmodium falciparum AMA1 (3D7) - RON2 peptide interaction; AlphaScreen AMA1-biotinylated RON2 peptide binding; Potency, µM (titrated, usually from 58.2 µM), without a hit: top-dose activity change, negative = inhibition, most hits filed as inhibitors; 360,000 compounds, 0.2% hits;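 note: potency is the fitted concentration of half-maximal effect; 0% = vehicle wells and -100% = peptide control; nearly all actives have a fitted effect of over 45% in size; some results filed as inactive show a strong effect at the top dose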
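AMA1 (3D7) with his tag at 25 nM final met compounds first, then biotinylated RON2 peptide at 25 nM; detection used donor plus acceptor beads, 10 µg/mL apiece, read by AlphaScreen after 30 min at room temperature.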
Tb PYK inh – qHTS of Trypanosoma Brucei Inhibitors. pyruvate kinase (Trypanosoma brucei), Q57TT1. TbPYK enzyme, Kinase-Glo Plus ATP luminescence, 45 min. Potency, µM (series often up to 76.8 µM), for inactives: top-dose activity, negative = inhibition, most hits filed as inhibitors. 410,000 compounds, 0.12% hits; note: potency is the fitted concentration of half-maximal effect; % is set by controls: 0 for no effect and ±100 for the full control effect; nearly all actives have a fitted effect of over 50% in size
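Luminescence from Kinase-Glo Plus, added after a 45-minute room-temperature reaction, served as the end-point read-out. The enzyme and substrate were preincubated with compound before ADP (130 uM final) initiated turnover. Concentration-effect curves came from normalized qHTS data.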
The depositor's hits bear a star; ? = inconclusive; nt = not tested or not shown; & = joins results of further samples; [ ] = dose if it differs, or a comment. Unless noted, calls come from the whole dose curve; as a rule, active = well fitted curve in the direction sought with a large enough effect; inconclusive = small, poorly fitted or top-dose-only effect, or another doubt; inactive = no such curve, though single readings can be large; an effect the other way counts as inactive or inconclusive. An unsorted share of the library; any-hit rate near 21%.

Molecule,Pf growth 96h,LmPK inh,Pf growth 48h,CHX counter,Shiga toxin inh,AMA1-RON2 inh,Tb PYK inh
CCOc1ccc(-c2nn(-c3ccccc3)cc2/C=C2\SC(=S)N(Cc3ccco3)C2=O)cc1,0.0%,-0.1%,11.4%,-0.9,-5.2,0.0%,5.5%
Cc1cc(C)c2c3c(sc2n1)C(c1ccccc1)C(C#N)=C(N)O3 (configuration not stated),52.4%[activator],0.9%,nt,-1.3,16.2,-1.3%,-1.5%
Cc1c(Br)c([N+](=O)[O-])nn1CC(=O)Nc1sc2c(c1C(=O)OC(C)C)CCC(C)C2 (configuration not stated),411.6%[activator],7.5%,0.4%,-3.5,-7.2,4.8%,7.2%
CCCOc1ccc(N2C(=O)CC(N(Cc3ccccc3)N=O)C2=O)cc1 (configuration not stated),-1.6%,3.8%,-0.5%,6.2,29.5,-16.5%,1.9%
CC1(C)CC(=O)c2c(O)cc(O)cc2O1,354.4%[activator],-8.2%,23.0%,-4.1,-0.7,-7.7%,-1.5%
C#CCOCCOCCOCCNc1nc(N2CCN(C(=O)[C@H]([C@@H](C)CC)n3cc([C@@H](N)Cc4ccc(O)cc4)nn3)CC2)nc(N2CCN(C(=O)[C@H]([C@@H](C)CC)n3cc([C@@H](N)CC(C)C)nn3)CC2)n1,1.47µM*,0.9%,1.85µM*,-5.4,-4.3,-3.8%,7.2%
COc1ccc(NC(=O)CSc2nnc(CN3CCOCC3)n2-c2ccccc2)cc1Cl,?,-1.0%,-7.8%,-3.1,-2.2,1.1%,-7.0%
O=C(NCc1nc2ccccc2[nH]1)c1cccc(S(=O)(=O)N2CCOCC2)c1,-28.5%,-1.3%,nt,-1.1,-10.3,-0.3%,5.8%
O=C(NC1CCCc2ccccc21)C1CCN(S(=O)(=O)N2CCCCCC2)CC1 (configuration not stated),nt,0.1%,-5.8%,-3.8,-4.4,12.3%,4.0%
Fc1ccc(-c2nn3c(C4COc5ccccc5O4)nnc3s2)cc1 (configuration not stated),?,6.7%,11.9%,-2.3,6.1,2.1%,?

Continuation.
Molecule,Pf growth 96h,LmPK inh,Pf growth 48h,CHX counter,Shiga toxin inh,AMA1-RON2 inh,Tb PYK inh
CCCc1ccc2oc(C(=O)N(Cc3ccncc3)CC3CCCO3)c(C)c2c1 (configuration not stated),17.5%,-1.2%,9.28µM*,12.3*,19.6,-3.6%,-2.7%
CCOC(=O)c1cccc(NC(=O)CC2Oc3ccccc3NC2=O)c1 (configuration not stated),6.2%,8.1%,-7.8%,-2.4,-15.0,8.6%,0.7%
O=C(Nc1cccc(NC(=O)c2cccc(F)c2)n1)c1cccc(F)c1,?,-5.5%,12.5%,23.3*,70.0*,-6.7%,1.9%
CC(=O)N(C)c1ccc(OCC(O)Cn2c(C)nc3ccccc32)cc1 (configuration not stated),?,7.4%,?,-5.4,-8.9,-4.5%,-2.0%
O=C(Cc1ccc(Br)cc1)NNC(=O)Nc1ccc(Cl)cc1,9.9%,-1.4%,3.7%,-1.1,17.8,16.9%,-7.3%
Cc1nn(-c2ccccc2)c2[nH]c(=O)cc(C(F)F)c12,34.8%[activator],nt,1.4%,nt,nt,-9.2%,6.8%
COc1cc(C(C)=O)ccc1Oc1cnccn1,-29.9%,-2.0%,20.4%,1.8,6.9,8.7%,6.4%
Cn1cc(CNC(=O)C2CCC(=O)N(Cc3ccccc3F)C2)cn1 (configuration not stated),?,2.0%,2.2%,-2.1,-5.3,-8.9%,2.4%
CN1CCN(c2cc(=O)n(-c3ccc(Cl)cc3)c(=O)[nH]2)CC1,-26.6%,7.5%,nt,-2.5,18.7,-0.4%,0.2%
Cc1ccc(OCCOCCN2CCCC2)c(Br)c1,-15.0%,-0.2%,3.5%,10.8,10.5,-6.7%,-14.0%

Another view of 2 compounds above:
Results follow in this order: Pf growth 96h, LmPK inh, Pf growth 48h, CHX counter, Shiga toxin inh, AMA1-RON2 inh, Tb PYK inh
> COc1ccc(NC(=O)CSc2nnc(CN3CCOCC3)n2-c2ccccc2)cc1Cl
→ ?, -1.0%, -7.8%, -3.1, -2.2, 1.1%, -7.0%
> O=C(NC1CCCc2ccccc21)C1CCN(S(=O)(=O)N2CCCCCC2)CC1 (configuration not stated)
→ nt, 0.1%, -5.8%, -3.8, -4.4, 12.3%, 4.0%

Continuation.
Molecule,Pf growth 96h,LmPK inh,Pf growth 48h,CHX counter,Shiga toxin inh,AMA1-RON2 inh,Tb PYK inh
CC(C)CC(=O)c1c[nH]c(C(=O)NCc2ccc(F)cc2)c1,-7.4%,-1.0%,4.0%[0.00184 µM],-1.8,17.5,0.0%,0.0%
O=C(CSc1nc2c([nH]c3ccccc32)c(=O)n1-c1ccc(F)cc1)NCc1ccco1,?,1.7%,?,1.7,-3.3,-3.5%,-2.2%&-8.1%
CCCCN(C(=O)NC(=O)C1=C(N2CCOCC2)/C(=C/c2ccccc2)CC1)S(C)(=O)=O,-22.4%,14.3%,nt,16.4,20.2,11.2%,-3.7%
Cc1cc(N2CCN(c3ccccc3Cl)CC2)n2cc(-c3ccccc3)nc2n1,?,1.8%,?,6.9,-1.9,-8.0%,-0.4%
CC1(C(=O)NCCc2c[nH]c3ccccc23)C=CCN1C(=O)c1ccccc1 (configuration not stated),?,0.7%,-6.6%,8.6,7.0,-2.6%,2.0%
O=C(CN1C(=O)c2cccnc2Oc2ccc(Cl)cc21)NCCC1=CCCCC1,2.7%,3.6%,?,7.7,13.6,-6.8%,-2.4%
CCOC(=O)c1c(C)[nH]c(C(=O)COC(=O)c2cnc(C)cn2)c1C,23.9%,4.2%,-3.7%,1.4,17.3,-2.8%,-4.0%
Cc1csc(NC(=O)CSc2nnnn2C)n1,9.28µM*,-1.9%,203.2%[activator],25.4*,52.7*,20.2%,-6.9%
O=C1CCC(=O)N1CC(=O)N(c1ccccc1)c1ccccc1,?,-3.6%,9.9%,5.2,12.7,15.4%,-17.3%
CCNc1nc(NC(C)C)nc(ON=C(C)C)n1,?,0.7%,8.28µM*,-1.1,-6.5,nt,nt

Continuation.
Molecule,Pf growth 96h,LmPK inh,Pf growth 48h,CHX counter,Shiga toxin inh,AMA1-RON2 inh,Tb PYK inh
Cc1c(C(=O)OCC(=O)c2ccc3c(c2)OCCO3)oc2ccccc12,?,-3.5%,12.4%,36.3*,58.7*,1.3%,4.3%
CCOC(=O)N1CCC(NC(=O)Cn2c3c(c(-c4ccccc4Cl)cc2=O)CCC3)CC1,?,6.5%,2.1%,-3.5,-3.6,-5.5%,-0.1%
O=C(Nc1ccc(F)cc1)C1CCC(CNc2c(N3CCCCC3)c(=O)c2=O)CC1 (configuration not stated),?,3.3%,11.7µM*,-0.7,-8.5,5.0%,-6.8%
CCn1c(O)c(/C=C/C=C/C=Nc2ccccc2)sc1=S,44.7%[activator],-9.4%,-0.4%,-1.3,11.2,27.3%,-5.2%
CCOC(=O)c1c(C)[nH]c(C(=O)COC(=O)/C=C/c2cccc(OC)c2OC)c1C,-0.5%,5.5%,4.3%,-1.9,37.2,0.0%,11.2%
CCOC(=O)c1[nH]c(=O)[nH]c1COC(=O)c1cc2ccccc2o1,-16.9%,8.2%,1.8%,-1.5,-12.8,1.0%,6.6%
CCN(CC)C(NC(=O)Cc1ccccc1)C(Cl)(Cl)Cl (configuration not stated),125.6%[activator],1.1%,30.5%[activator],-0.6,-6.8,3.0%,-6.2%
O=C(COC(=O)CNC(=O)c1ccccc1)Nc1ccc(F)c([N+](=O)[O-])c1,-9.1%,3.1%,23.4%,1.6,16.9,0.0%,3.6%
O=C(CS)Nc1ccc2ccccc2c1,4.7%,2.9%,2.3%,15.3,48.9,2.0%&24.2%,5.0%
COc1ccc(OCc2nc(N)nc(Nc3ccc(C)cc3)n2)cc1,-11.0%,4.2%,19.5%,15.1*,17.0,-1.4%,-1.5%

Going on with the list:
Molecule,Pf growth 96h,LmPK inh,Pf growth 48h,CHX counter,Shiga toxin inh,AMA1-RON2 inh,Tb PYK inh
Cc1cccc(CN2CCN(C(C)C(=O)NC(C)c3ccccc3)CC2)c1 (configuration not stated),4.1%,1.1%,9.7%[0.00184 µM],-2.5,-9.2,-29.1%,4.0%
COC(=O)c1ccccc1NC(=O)c1cnn2c(C(F)F)cc(C3CC3)nc12,0.0%,4.1%,?,2.5,-4.4,9.8%,-3.2%
CCOC(=O)c1nnn(-c2nonc2-n2cccc2)c1CN1CCC(C)CC1,22.7%,0.7%,?,9.2,-5.0,11.0%,1.9%
Cc1cc(N/N=C2\CC(C)CC(C)(C)C2)nc2ccccc12 (configuration not stated),?,2.0%,?,35.2*,27.1*,57.1%[activator],1.2%
COc1cccc(NC(=S)N2CCc3cc(OC)c(OC)cc3C2)c1,0.9%,-1.1%,-1.3%,1.8,-9.5,-17.8%,-10.2%
O=C1CCC(=O)N1CO,94.1%[activator],nt,59.2%[activator],nt,nt,nt,2.5%
COC(=O)Cc1ccc(NC(=S)NCCSc2ccc(C)cc2)cc1,?,1.9%,-6.3%,17.5,36.7,42.4%[activator],-8.6%
FC(F)(F)C(F)(F)C(F)(F)C(F)(F)C(F)(F)F,?,nt,-5.8%,nt,nt,nt,-1.4%
CC1CCCCC1NC(=O)Cn1c(=O)oc2cc(S(=O)(=O)N3CCCC3)ccc21 (configuration not stated),10.4µM*,-0.4%,-7.9%,-1.5,-0.9,1.5%,-2.2%
CCOc1cc(C(=O)OCC(=O)Nc2cc(C)on2)cc(OCC)c1OCC,nt,2.4%,-2.3%,-5.8,-3.8,1.3%,0.0%

(list continues)
Molecule,Pf growth 96h,LmPK inh,Pf growth 48h,CHX counter,Shiga toxin inh,AMA1-RON2 inh,Tb PYK inh
S=C(NCCSCc1ccccc1Cl)Nc1ccccc1,?,3.6%,?,2.2,19.6,52.3%[activator],-3.5%
CCCNC(=O)c1cccc(Cn2cc(Br)c([N+](=O)[O-])n2)c1,-14.6%,3.0%,-5.6%,-1.8,-4.3,-5.5%,3.9%
O=C(NCCc1ccccc1)C(c1ccccc1)N(C(=O)c1csnn1)C1CC1 (configuration not stated),?,-10.0%,-15.3%,-5.1,2.2,-6.2%,-1.8%
C=CCn1c(SCC(=O)Nc2c(C)n(C)n(-c3ccccc3)c2=O)nc2ccccc2c1=O,10.1%,nt,?,nt,nt,-0.7%,-4.3%
NC(N)=Nc1nc2cc([N+](=O)[O-])ccc2o1,38.7%[activator],0.4%,10.2%,15.5*,27.2,13.9%,0.5%
CCN1/C(=C/C(=S)Nc2ccccc2)Sc2ccccc21,?,5.2%,4.7%,44.5*,62.5*,44.5%[activator],?
COc1ccc(/C=N/n2c(-c3n[nH]c4c3CCC4)n[nH]c2=S)c(OC)c1OC,33.1%[activator],-8.2%,-24.5%,-0.8,-7.7,115.7%[activator],-38.3%
Cc1cc(Br)ccc1NC(=S)N1CCOCC1,6.0%,3.2%,8.4%,-3.0,-11.3,15.5%,-1.7%
CN1C(=O)c2c(sc3c2CCCC3)NC1c1ccccc1O (configuration not stated),3.9%,0.7%,?,18.9*,48.7*,nt,nt
